TGFb SMAD3 inh: TGF-b pathway inhibition. HepG2 CAGA-GFP TGF-b/SMAD3 reporter, GFP fluorescence, 18 h; TGF-beta stimulated, 500 pg/mL final. Potency, µM (top dose mostly 46.1 µM), for inactives: top-dose activity, negative = inhibition, hits mostly inhibitors. 1.2% of 410,000 active. AID 588855; further: potency means the concentration at half of the fitted maximal effect; on the % scale 0 is the no-effect control and ±100 the full control effect; nearly all actives have a fitted effect of over 65% in size
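HEPG2 CAGA-GFP reporter cells (1000/well, DMEM with 1% FBS) received compounds, then recombinant TGF-beta at 500 pg/mL final for 18 hours at 37 degrees C. Per-cell GFP summed per well was normalised to unstimulated and stimulated DMSO controls before curve fitting.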
Nrf2 ARE act: Nrf2 pathway activation; AREc32 ARE-luciferase reporter (MCF7-derived line), luminescence, 24 h; Potency, µM (series often up to 46.1 µM), without a hit: at the top dose activation, actives largely listed as activators; 0.31% of 410,000 active; further: potency means the concentration at half of the fitted maximal effect; % of control where 0% means no effect; nearly all actives have a fitted effect of over 65% in size
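Cells of the AREc32 ARE-luciferase line are plated in OPTI-MEM containing 5% FBS and left overnight at 37 deg C. Compounds are pinned in, incubation continues 24 hr, and firefly luciferase signal is then measured.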
HepG2 viability: counter-screen for TGF-b inhibitors: cytotoxicity in HepG2 cells. HepG2 CAGA-GFP viability, ATP luminescence, 18 h. Potency, µM (top dose mostly 46.1 µM), without a hit: at the highest dose activity change, negative = cytotoxicity, usual class: cytotoxic. 0.76% of 410,000 active. AID 588856; further: potency means the concentration at half of the fitted maximal effect; some results filed as inactive show a strong effect at the top dose
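HepG2 CAGA-GFP cells (1000/well, DMEM with 1% FBS) received compound, then TGF-beta at 500 pg/mL final, and were incubated 18 hours at 37 degrees C. Viability was read by CellTiter-Glo luminescence. Media-only wells were set as complete cell-killing and DMSO as no toxicity.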
Nrf2 inh: Nrf2 pathway inhibition. A549 ARE-Fluc reporter, luciferase luminescence, 18-24 h. Potency, µM (highest dose often 46 µM), inactives show at the highest dose activity change, negative = inhibition, usual class: inhibitors. 2.1% of 360,000 active. AID 504444; further: potency means the concentration at half of the fitted maximal effect; on the % scale 0 is the no-effect control and ±100 the full control effect; nearly all actives have a fitted effect of over 60% in size
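Two sequential reads on A549 ARE_Fluc cells exposed to compound for 18-24 h: a CellTiter-Fluor fluorescence read for viability, then a luciferase luminescence read for Nrf2/ARE activity.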
S2 tox: cell viability loss in ATXN counter-screen; S2 cells (HEK-293 line with an ATXN2-luciferase reporter) viability, CellTiter-Fluor protease fluorescence, 24 h; Potency, µM (titrated, usually from 56.7 µM), hits mostly cytotoxic; 0.49% of 400,000 active; AID 651635; further: potency means the concentration at half of the fitted maximal effect; nearly all actives have a fitted effect of over 40% in size
IL2 activator: activators of IL-2. IL-2 activation reporter assay, cell-based qHTS; stimulated with anti-CD3/CD4/CD28 beads; in transgenic mouse T cells. activation, % (series mostly up to about 46 µM). 0.065% of 360,000 active. AID 652025; in the data active means activation above about 50%; inconclusive means mostly about 30% to 49%; further: 0% is about no effect
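Quantitative HTS in unstimulated transgenic mouse T cells, with memory T cells as non-tolerant control and PMA/ionomycin as tolerance-bypass control. Compound pretreatment lasted 60 minutes before 18 h bead stimulation; EGFP/DsRed fluorescence read.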
EPAC2 agonist: activates human EPAC2 exchange factor. Q8WZA2. EPAC2 activation, biochemical qHTS; response scale: 100% = 6.5 mM cAMP response. Potency, µM (doses to about 154 µM), for inactives: top-dose activation, actives largely listed as activators. 0.079% of 360,000 active; further: potency means the concentration at half of the fitted maximal effect; nearly all actives have a fitted effect of over 50% in size
Target sequence (Q8WZA2 whole entry, looked up): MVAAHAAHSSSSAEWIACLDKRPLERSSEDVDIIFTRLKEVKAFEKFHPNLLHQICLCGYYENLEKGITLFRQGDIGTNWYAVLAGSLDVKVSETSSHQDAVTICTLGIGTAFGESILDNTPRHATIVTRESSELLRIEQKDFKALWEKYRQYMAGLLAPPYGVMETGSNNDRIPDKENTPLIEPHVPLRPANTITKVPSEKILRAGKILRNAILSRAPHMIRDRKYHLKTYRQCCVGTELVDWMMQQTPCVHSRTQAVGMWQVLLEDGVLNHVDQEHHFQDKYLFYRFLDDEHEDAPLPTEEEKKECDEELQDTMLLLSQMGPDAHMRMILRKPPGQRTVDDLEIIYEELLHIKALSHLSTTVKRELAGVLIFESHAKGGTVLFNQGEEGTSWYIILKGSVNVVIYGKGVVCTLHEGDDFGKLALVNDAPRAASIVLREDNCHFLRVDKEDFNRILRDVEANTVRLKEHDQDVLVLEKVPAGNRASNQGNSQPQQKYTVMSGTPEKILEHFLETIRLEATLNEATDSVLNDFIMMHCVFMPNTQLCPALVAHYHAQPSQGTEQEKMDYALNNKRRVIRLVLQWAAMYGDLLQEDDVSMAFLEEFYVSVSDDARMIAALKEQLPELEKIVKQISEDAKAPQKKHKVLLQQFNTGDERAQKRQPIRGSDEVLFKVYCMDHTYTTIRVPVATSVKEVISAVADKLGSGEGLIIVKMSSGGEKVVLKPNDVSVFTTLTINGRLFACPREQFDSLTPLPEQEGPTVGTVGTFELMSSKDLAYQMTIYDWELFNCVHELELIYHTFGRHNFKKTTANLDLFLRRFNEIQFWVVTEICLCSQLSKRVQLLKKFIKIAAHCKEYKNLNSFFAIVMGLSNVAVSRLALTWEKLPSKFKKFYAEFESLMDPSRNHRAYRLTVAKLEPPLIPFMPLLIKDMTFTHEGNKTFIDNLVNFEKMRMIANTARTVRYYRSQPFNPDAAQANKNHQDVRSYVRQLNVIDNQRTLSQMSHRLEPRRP
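Fluorescence exchange assay: 100 nM EPAC2 with 250 nM RAP1B-BODIPY-GDP and 50 uM GDP; compounds tested as a concentration-titration series (qHTS). Loss of Rap1-bound BODIPY-GDP fluorescence read at 480/540 nm; data normalized to 6.5 mM cAMP.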
A549 viability: counter-screen for Nrf2 inhibitors: cytotoxicity in A549 cells. A549 ARE-Fluc cells, CellTiter-Fluor viability, 18-24 h. 0.16% of 390,000 active. Potency, µM (series often up to 46 µM), for the others: top-dose activity change, negative = cytotoxicity, most hits filed as inhibitors; further: potency means the concentration at half of the fitted maximal effect; on the % scale 0 is the no-effect control and ±100 the full control effect
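A549 ARE_Fluc cells in 5% FBS OPTI-MEM were exposed to compounds in concentration-response for 18-24 h at 37 deg C. Viability was read by CellTiter-Fluor fluorescence (Ex 405/Em 525) after 30 min, before the luciferase read.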
ATXN2 expr inh: reduces ATXN2 reporter expression in HEK-293 cells; HEK-293 ATXN2-luciferase reporter, luminescence, 24 h; Potency, µM (titrated, usually from 57 µM), for inactives: top-dose activity change, negative = inhibition, usual class: inhibitors; 0.72% of 360,000 active; further: potency means the concentration at half of the fitted maximal effect; on the % scale 0 is the no-effect control and ±100 the full control effect; nearly all actives have a fitted effect of over 55% in size
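ATXN2-luciferase reporter cells (luciferase flanked by upstream and downstream ATXN2 gene portions) were treated 24 h at 37 °C with compounds at up to 57 uM. SteadyGlo luminescence gave expression; GF-AFC fluorescence gave viability.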
* marks the source's active call; other numbers are inactive results; i = inactive; u = inconclusive; x = not tested or not shown; [ ] = another dose, or the depositor's remark. Unless noted, the call rests on the fitted dose curve; in most records, active means well fitted curve in the direction sought with a large enough effect; inconclusive means small, poorly fitted or top-dose-only effect, or another doubt; inactive means no such curve, though single readings can be large; an effect the other way counts as inactive or inconclusive. This is a random part of the collection. Share with any hit: about 4.3%.

Letter code: A = TGFb SMAD3 inh; B = Nrf2 ARE act; C = HepG2 viability; D = Nrf2 inh; E = S2 tox; F = IL2 activator; G = EPAC2 agonist; H = A549 viability; I = ATXN2 expr inh
> COc1cccc(OC)c1C(=O)NC(=O)NNc1cc(C(F)(F)F)cc(C)n1
  A: -6% | B: u | C: -2% | D: -3% | E: i | F: -1.3 | G: 2% | H: 3% | I: -4%
> Cc1c(C(c2ccc([N+](=O)[O-])cc2)c2c(C)n(C)n(-c3ccccc3)c2=O)c(=O)n(-c2ccccc2)n1C
  A: u | B: 0.0% | C: -9% | D: 9% | E: i | F: -0.3 | G: 11% | H: 0% | I: -2%
> CC(C)(C)c1ccc(-c2nc3[nH]c(=O)cc(NC(=O)c4ccco4)n3n2)cc1
  A: -10% | B: -0.1% | C: -2% | D: 2% | E: i | F: -2.5 | G: -24% | H: 1% | I: 56%[activator]
> CCCC1=Nc2cc(C(=O)NC3CCCCC3)ccc2Sc2ccc(C)cc21
  A: u | B: -0.9% | C: -10% | D: x | E: u | F: x | G: x | H: u | I: 1%
> COc1ccc2cc(-c3cc(C(=O)OCC(=O)NC4CCS(=O)(=O)C4)c4ccccc4n3)ccc2c1 (centres undefined)
  A: u | B: 0.3% | C: -14% | D: 12µM* | E: x | F: -0.2 | G: -5% | H: 3% | I: u
> CCCc1cc2c(=O)c(-c3ccccn3)coc2cc1OC
  A: -5% | B: 9.7% | C: -35% | D: u | E: i | F: -2.2 | G: 4% | H: -3% | I: 28%
> Cn1c(N)c(C(=O)CSc2nc(N)cc(N)n2)c(=O)n(C)c1=O
  A: 7% | B: -1.2% | C: -10% | D: 9% | E: i | F: 0.8 | G: 6% | H: 11% | I: x
> O=C1c2cccnc2C(=O)N1CNc1ccc(Cl)cc1
  A: u | B: 6.1% | C: -13% | D: 0% | E: i | F: -3.0 | G: 5% | H: 0% | I: x
> CN(Cc1ccccc1F)C(=O)c1ccc2c(=O)n3c(nc2c1)CCC3
  A: u | B: -0.3% | C: 4% | D: 7% | E: i | F: 0.8 | G: -1% | H: -2% | I: 1%
> Cc1cccc(N2CCN(C(=O)Cc3ccc(-n4c(=O)[nH]c5ccsc5c4=O)cc3)CC2)c1C
  A: -39% | B: -0.5% | C: -28% | D: u | E: i | F: -0.6 | G: 3% | H: -5% | I: -12%
> Cc1ccc(CNC(=O)C2CCC(=O)N(CCc3ccc(Cl)cc3)C2)s1 (centres undefined)
  A: 0% | B: -0.1% | C: -2% | D: 3% | E: i | F: -0.9 | G: 13% | H: -1% | I: 7%
> O=C(Nc1nc(NC(=O)c2ccco2)n(-c2ccccc2)n1)c1ccccc1
  A: u | B: 2.8% | C: -41% | D: u | E: i | F: -2.9 | G: -24% | H: u | I: u
> Cc1cc2c(c(N)n1)c(=O)oc1ccccc12
  A: 0% | B: 2.8% | C: -1% | D: -26% | E: i | F: -0.2 | G: 5% | H: -1% | I: 1%
> COCCCNC(=O)c1ccc(N(C)S(=O)(=O)c2ccc(OC)cc2)cc1
  A: 27% | B: 0.2% | C: 5% | D: -18% | E: i | F: -2.1 | G: -1% | H: -4% | I: -5%
> O=C(c1ccc(NS(=O)(=O)c2ccccc2)cc1)N1CCCC1
  A: -4% | B: 0.3% | C: 1% | D: -10% | E: i | F: -0.3 | G: 2% | H: -8% | I: -5%
> CC(=O)NC(C(=O)N1CCC(c2nc3ccccc3s2)CC1)C(C)C (centres undefined)
  A: 1% | B: 0.0% | C: -7% | D: 4% | E: i | F: -2.6 | G: 8% | H: 8% | I: -15%
> CC1=C(C(=O)N2CCCC(C(=O)c3cccc(C(F)(F)F)c3)C2)OCCO1 (centres undefined)
  A: -7% | B: 0.2% | C: -4% | D: u | E: x | F: -4.0 | G: -5% | H: 0% | I: x
> CC(=O)c1nn(-c2ccccc2)cc1C(=O)c1ccc(Br)cc1
  A: -10% | B: 3.8% | C: -43% | D: -27% | E: u | F: -4.1 | G: 2% | H: 11% | I: -24%
> O=C(Cc1c(C(=O)O)[nH]c2ccccc12)Nc1ccc2c(c1)OCO2
  A: 0% | B: -0.4% | C: 14% | D: -1% | E: i | F: -3.5 | G: 8% | H: 1% | I: -4%
> CNc1nc(NCc2ccc(N(C)C)cc2)c2sccc2n1
  A: 24% | B: 1.2% | C: -34% | D: x | E: u | F: -0.6 | G: 13% | H: x | I: -17%
> O=C1OCc2cc(-n3cccc3)ccc21
  A: 6% | B: 0.3% | C: -21% | D: -27% | E: i | F: -0.6 | G: 14% | H: 2% | I: -14%
> CC1(C)CN(c2ccc(N3CC(C)(C)C3=O)cc2)C1=O
  A: 8% | B: 3.4% | C: -1% | D: 1% | E: i | F: -1.3 | G: 13% | H: 4% | I: 5%
> COc1ccc(S(=O)(=O)N2CCOC23CCN(C(=O)c2ccccc2Br)CC3)cc1
  A: 2% | B: -0.8% | C: 0% | D: -2% | E: i | F: -1.6 | G: 4% | H: 1% | I: 5%
> COc1ccc(S(=O)(=O)NC(C)C(=O)NCc2ccncc2)cc1Cl (centres undefined)
  A: -8% | B: -0.4% | C: 3% | D: -2% | E: i | F: -0.6 | G: 14% | H: 1% | I: -16%
> O=C(CSc1nnc(Cc2ccccc2)o1)NCc1ccc2c(c1)OCO2
  A: 1% | B: -0.1% | C: 0% | D: u | E: u | F: 0.3 | G: 4% | H: 0% | I: u
> C=CCSc1nnc(NC(=O)c2ccc(S(=O)(=O)NCC3CCCO3)cc2)s1 (centres undefined)
  A: 13% | B: -0.4% | C: -15% | D: u | E: i | F: 0.5 | G: -1% | H: -13% | I: -2%
> COc1ccc(S(=O)(=O)N(CCC#N)Cc2ccco2)cc1OC
  A: 0% | B: 0.4% | C: 10% | D: -3% | E: u | F: 0.0 | G: 4% | H: -4% | I: -28%
> COC(=O)C1=C(C(=O)OC)SC(=C2C(=S)C(C)(C)N(C(=O)CC(C)C)c3ccccc32)S1
  A: -28% | B: 0.1% | C: -5% | D: 6% | E: u | F: -2.3 | G: 2% | H: -6% | I: u
> COC(C[C@@H](O)C[C@H](O)[C@H](C)OCc1ccccc1)OC
  A: -40% | B: 0.3% | C: 2% | D: 13% | E: i | F: 2.6 | G: 1% | H: 0% | I: 2%
> COc1ccc(-c2c(C)oc3c(CN4CCCC(C)C4)c(O)ccc3c2=O)cc1OC (centres undefined)
  A: 8% | B: 1.7% | C: 13% | D: 2% | E: i | F: 0.8 | G: 4% | H: -9% | I: -1%
> CC(C)CCNc1cc(=O)n(C)c(=O)n1C
  A: -12% | B: -0.2% | C: -4% | D: -7% | E: i | F: 0.5 | G: 5% | H: 3% | I: 0%
> Cc1ccc2[nH]c(C)c(CCNC(=O)c3cc4cc(Br)ccc4oc3=O)c2c1
  A: -16% | B: -1.2% | C: 1% | D: -6% | E: i | F: x | G: x | H: 1% | I: 7%
> Cc1ccc(Nc2nnc(SC3CCOC3=O)s2)c(C)c1 (centres undefined)
  A: -2% | B: 2.1% | C: -16% | D: 0% | E: i | F: -0.8 | G: -2% | H: -5% | I: 7%
> Cc1cc2nc(-c3ccc(SCC(=O)Nc4nccs4)nc3)[nH]c2cc1C
  A: 14% | B: 0.0% | C: -36% | D: -12% | E: i | F: 1.0 | G: -8% | H: -18% | I: -8%
> COC(=O)c1cc(C(=O)OC)cc(N2C(=O)CN=C2Nc2nc(C)cc(C)n2)c1
  A: 15% | B: 2.7% | C: 17% | D: 6% | E: i | F: -0.9 | G: 28% | H: -1% | I: -16%
> CCOc1cccc(N(C(=O)CCC(=O)Nc2cc(C)on2)C(C(=O)NC(C)(C)C)c2ccc(OC)cc2)c1 (centres undefined)
  A: -12% | B: -0.5% | C: -6% | D: -4% | E: u | F: 0.1 | G: -2% | H: -10% | I: -14%
> CC1CCc2nc3ncn(Cc4ccccc4C#N)c(=O)c3cc2C1 (centres undefined)
  A: -14% | B: 1.2% | C: -20% | D: x | E: i | F: x | G: x | H: -5% | I: 7%
> NCC12CC3CC(C1)CC(c1ccc(Br)cc1)(C3)C2
  A: u | B: -3.4% | C: 13µM* | D: -10% | E: x | F: -3.7 | G: 4% | H: 0% | I: x
> Cc1cccc(OCC(=O)OCC(=O)c2c(N)n(C)c(=O)n(C)c2=O)c1C
  A: u | B: 1.7% | C: -11% | D: 7% | E: i | F: 1.0 | G: -2% | H: 4% | I: 3%
> COc1ccc(OC)c(-c2cc(C(=O)Nc3cccc(Cl)c3C)no2)c1
  A: 3% | B: 17% | C: -38% | D: 7% | E: i | F: x | G: x | H: 11% | I: 10%
> Cc1c(NC(=O)CSCc2ccc(Br)cc2)c(=O)n(-c2ccccc2)n1C
  A: -23% | B: 1.9% | C: -1% | D: u | E: i | F: -1.7 | G: -2% | H: 1% | I: -19%
> CC(C)CC(NC(N)=O)C(=O)Nc1ccc(Cl)c(Cl)c1 (centres undefined)
  A: 11% | B: 0.4% | C: -1% | D: -29% | E: i | F: 1.5 | G: -4% | H: -9% | I: -13%

In a second layout: results already given
smiles	TGFb SMAD3 inh	Nrf2 ARE act	HepG2 viability	Nrf2 inh	S2 tox	IL2 activator	EPAC2 agonist	A549 viability	ATXN2 expr inh
CCOc1cccc(N(C(=O)CCC(=O)Nc2cc(C)on2)C(C(=O)NC(C)(C)C)c2ccc(OC)cc2)c1 (centres undefined)	-12%	-0.5%	-6%	-4%	u	0.1	-2%	-10%	-14%
COC(C[C@@H](O)C[C@H](O)[C@H](C)OCc1ccccc1)OC	-40%	0.3%	2%	13%	i	2.6	1%	0%	2%
O=C(Nc1nc(NC(=O)c2ccco2)n(-c2ccccc2)n1)c1ccccc1	u	2.8%	-41%	u	i	-2.9	-24%	u	u
Cc1cc2c(c(N)n1)c(=O)oc1ccccc12	0%	2.8%	-1%	-26%	i	-0.2	5%	-1%	1%

Screening data from PubChem BioAssay.
